NCOA2 inhibitor – human SRC2 (NCOA2) inhibition | Q15596 | HEK293 GAL4-SRC2 luciferase reporter, luminescence | inhibition, % at 9 µM | hit rate 0.17% among 370,000 | AID 651957;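 active = inhibition above the mean inhibition of all tested compounds plus 3 SD, set per campaign, cut at about 52% in these data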;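 also: 0% = DMSO treated cells and 100% = cells given Gossypol at 36 µM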
MC4R antag cAMP – antagonists of human melanocortin 4 receptor (MC4R) | MC4R-expressing cells, MTII-stimulated cAMP, LANCE TR-FRET | inhibition, % at 6.5 µM | hit rate 0.48% among 360,000 | AID 540295;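 active = inhibition above its plate's cutoff, the mean of tested wells on that plate plus 3 SD, cut at about 29% in these data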;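 also: 0% = Melanotan II alone and 100% = Melanotan II plus saturating MCL0020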
Target sequence (P32245 whole entry, looked up): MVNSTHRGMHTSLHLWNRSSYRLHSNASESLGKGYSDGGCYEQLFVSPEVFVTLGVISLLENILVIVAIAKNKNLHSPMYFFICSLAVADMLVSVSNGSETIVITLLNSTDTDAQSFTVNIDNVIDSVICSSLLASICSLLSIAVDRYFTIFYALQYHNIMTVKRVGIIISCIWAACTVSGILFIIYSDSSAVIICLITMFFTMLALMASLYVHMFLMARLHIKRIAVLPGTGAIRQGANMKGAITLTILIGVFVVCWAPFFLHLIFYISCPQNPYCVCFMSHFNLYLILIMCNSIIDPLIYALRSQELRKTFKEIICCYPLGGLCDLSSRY
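Material – human MC4R-expressing U2OS cells · Repeats – no replicates · Detection – TR-FRET with Eu-cAMP and labeled anti-cAMP, 671 nm · Times – compound 30 min, challenge 1 h, detection 1 h · Compound – single nominal compound dose of 6.5 µM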
EBV LMP1 NFkB – Epstein-Barr LMP1 NF-kappaB reporter inhibition; LMP1-induced NF-kappaB luciferase reporter cells, luminescence; AID 504558; inhibition, % at 12.5 µM; hit rate 0.69% among 350,000; in the data active = inhibition above about 41%;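 also: 0% = neutral control wells and 100% = reference inhibitor control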
MC4R barr agon – agonists of human melanocortin 4 receptor (MC4R) beta-arrestin; activation, % at 8.9 µM; P32245; U2OS MC4R beta-arrestin complementation, luminescence; percent of melanotan II response, DMSO zero; hit rate 0.98% among 360,000; AID 540308;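 active = activation above a per-plate cutoff, the mean activation of sample wells on that plate plus 3 SD, cut at about 8% in these data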
NOD2-RIPK2 inh – blocks binding of human NOD2 to RIPK2; inhibition, % at 4.98 µM; hit rate 0.38% among 360,000; O43353; CHO BLA complementation NOD2-RIPK2, CCF4 ratio; in the data active = inhibition above about 21%;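 also: 0% = vehicle only and 100% = reference blocker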
NR2F2 inh – NR2F2 (human) inhibition, primary screen. P24468. HEK293T NGFI-A luciferase reporter, luminescence. inhibition, % at 8.6 µM. hit rate 0.7% among 370,000. AID 686940;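 active = inhibition above a per-plate cutoff, mean inhibition of test wells between control levels plus 3 SD, cut at about 38% in these data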;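 also: cells cotransfected with COUP-TFII expression vector driving the NGFI-A reporter; 0% = median of COUP-TF2 test wells and 100% = reporter-only cells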
SRC1 inh – inhibits human SRC1 coactivator. hit rate 0.12% among 360,000. inhibition, % at 3.6 µM. HEK293 GAL4-SRC1 luciferase reporter, luminescence. Q15788;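 active = inhibition above the campaign mean plus 3 SD, with each screening campaign given its own cutoff, cut at about 60% in these data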;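 also: 0% = DMSO treated cells and 100% = gossypol at 36 µM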
NCOA3 inh – inhibitors of human steroid receptor coactivator 3 (SRC3). HEK293 GAL4-SRC3 luciferase reporter, luminescence. hit rate 0.17% among 360,000. inhibition, % at 3.6 µM. Q9Y6Q9;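 active = inhibition above a per-campaign cutoff, the mean of all compounds plus 3 SD, cut at about 60% in these data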;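 also: 0% = DMSO-treated cells and 100% = gossypol-treated cells at 36 µM; higher means less SRC3-driven luciferase light from the GAL4 reporter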
ABHD5 PLIN5 PPI – inhibitors of human ABHD5-perilipin-5 interaction | Q00G26+Q8WTS1 | Split G. princeps luciferase complementation, luminescence, 4 h | inhibition, % at 4 µM | hit rate 0.78% among 360,000 | AID 602281;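 active = inhibition above the mean inhibition across every tested compound plus 3 SD, cut at about 22% in these data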;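 also: 0% = DMSO only wells and the 100% control is not disclosed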
TLR9-MyD88 inh – blocks human TLR9 binding to MyD88. Q9NR96+Q99836. CHO BLA complementation TLR9-MyD88, CCF4 FRET ratio. inhibition, % at 4.98 µM. hit rate 0.21% among 340,000. AID 504734;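 active = inhibition above the mean over all tested compounds plus 3 SD, cut at about 21% in these data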;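 also: 0% = DMSO only wells and 100% = clavulanate BLA inhibitor control wells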
LRH-1 inv ag – NR5A2 inverse agonism in reporter assay | HEK293T StAR-luciferase reporter, LRH-1 transfected, 24 h | AID 602396 | inhibition, % at 3.6 µM | hit rate 0.13% among 360,000;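 active = inhibition above the mean inhibition of all tested compounds plus 3 SD, cut at about 73% in these data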;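 also: 0% = DMSO wells and 100% = reporter-only cells lacking LRH-1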
Target sequence (O00482 whole entry, looked up): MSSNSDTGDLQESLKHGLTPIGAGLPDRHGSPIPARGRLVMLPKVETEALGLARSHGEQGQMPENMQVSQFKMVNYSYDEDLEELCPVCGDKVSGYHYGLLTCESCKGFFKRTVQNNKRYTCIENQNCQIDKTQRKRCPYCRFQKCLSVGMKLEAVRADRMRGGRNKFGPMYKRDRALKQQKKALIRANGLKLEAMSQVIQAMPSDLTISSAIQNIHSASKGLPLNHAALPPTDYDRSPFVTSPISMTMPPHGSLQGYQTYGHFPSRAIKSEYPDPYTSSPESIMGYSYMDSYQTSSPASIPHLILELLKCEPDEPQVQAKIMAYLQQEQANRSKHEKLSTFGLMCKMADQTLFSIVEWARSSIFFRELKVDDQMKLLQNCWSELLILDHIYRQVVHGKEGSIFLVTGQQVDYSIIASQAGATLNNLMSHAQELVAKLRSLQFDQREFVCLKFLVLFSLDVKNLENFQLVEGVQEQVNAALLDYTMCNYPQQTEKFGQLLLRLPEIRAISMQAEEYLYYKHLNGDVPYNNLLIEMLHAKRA
Active calls of the source: *; / = no result given. Not all compounds are listed; count on the stated rates, not on these rows.

NCOA3 inh | LRH-1 inv ag | SRC1 inh | MC4R barr agon | NCOA2 inhibitor | TLR9-MyD88 inh | EBV LMP1 NFkB | NOD2-RIPK2 inh | MC4R antag cAMP | NR2F2 inh | ABHD5 PLIN5 PPI | SMILES
-25 | 33 | 4 | 1.2 | 6 | 1 | 4 | -7 | 10 | 17 | 2 | COCCNc1nc(-c2ccccc2)nc2ccccc12
7 | 15 | 3 | 2.6 | 24 | / | / | -10 | -1 | -3 | -4 | Cc1c(C(=O)NCc2ccc(C(C)C)cc2)sc(=O)n1Cc1cccc(F)c1
-48 | -58 | -71 | -2.4 | -31 | -3 | -38 | 2 | -3 | -32 | -1 | CN(C(=O)CSc1ncnc2ccccc12)C1CCCCC1
-5 | 25 | 1 | -2.5 | -16 | -7 | 3 | -2 | -1 | 5 | 2 | COc1ccc(CNC(=O)c2cccs2)cc1
37 | 34 | 10 | 0.8 | 14 | -8 | -1 | 3 | 10 | -4 | 4 | O=C(CCl)NC1CCCc2ccccc21 (stereo not given)
11 | 12 | -5 | -0.1 | 14 | 2 | 9 | -7 | -7 | -10 | 0 | COC(=O)c1c(NC(=O)c2ccco2)sc(C(=O)N(C)C)c1C
-81 | -72 | -90 | -0.6 | -46 | -6 | -18 | -4 | 1 | -15 | -3 | Cc1ccc(-c2nc3ccsc3c(=O)[nH]2)cc1
1 | -41 | -3 | -3.0 | -19 | 4 | 6 | 10 | -1 | 0 | 1 | O=C(O)c1cccc(-c2ccc(/C=N/NC(=O)C3COc4ccccc4O3)o2)c1 (stereo not given)
19 | 0 | -8 | 0.3 | -3 | 3 | -12 | -2 | 18 | 6 | 0 | O=C(Oc1coc(CSc2ncccn2)cc1=O)c1cccc([N+](=O)[O-])c1
7 | 9 | 3 | 0.2 | 15 | -9 | -3 | 3 | 0 | 10 | -3 | CC1=NN(c2ccccc2)C(=O)/C1=C/N(C)C
2 | -19 | 2 | -0.4 | -9 | 3 | 3 | -1 | -1 | 7 | -6 | COCCn1c(SCc2cccnc2)nnc1-c1ccco1
-22 | -23 | -21 | 1.1 | -7 | -14 | -27 | 3 | 28 | -25 | -6 | O=C(Nc1cccc(-c2csc(Nc3ccc(Cl)cc3)n2)c1)c1ccccc1
11 | -9 | -47 | -2.8 | -2 | -1 | -5 | -5 | -2 | 3 | 7 | CCOC(=O)C1CCN(C2CC(=O)N(c3cccc(Cl)c3)C2=O)CC1 (stereo not given)
-9 | 16 | -13 | -0.2 | -7 | 5 | -10 | -3 | 3 | -19 | -3 | Cc1nnc(SCc2ccccc2)[nH]c1=O
-53 | -98 | -77 | -2.3 | -40 | -2 | -9 | 11 | -1 | 0 | 2 | O=S(=O)(c1cccs1)N1CCCc2cccc(O)c21
16 | 22 | 2 | 0.9 | 4 | / | -2 | -13 | -7 | 14 | 10 | CCOC(=O)C(Cc1ccc(OC)c([N+](=O)[O-])c1)NC(=O)CCC(=O)Nc1ccc(OC)cc1 (stereo not given)
-2 | 15 | 11 | 2.8 | -5 | -15 | 3 | -5 | 26 | 3 | -13 | CC(C)c1ccc(NC(=O)C2CC(=O)N(C3CCCC3)C2)cc1 (stereo not given)
-15 | 2 | -29 | -1.5 | -17 | 7 | -7 | -8 | 7 | 4 | 1 | O=C(Cn1cc(C(=O)c2cccs2)c2ccccc21)NCC1CCCO1 (stereo not given)
0 | -6 | -14 | -2.5 | -22 | -3 | -11 | 13 | 0 | -2 | -4 | COc1ccc(CNC(=O)C(=O)NC2CCC(C)CC2)cc1 (stereo not given)
4 | 12 | -1 | 1.2 | -29 | 0 | 5 | -3 | -2 | -19 | 0 | C1CCc2nnc(-c3nnc4n3CCCCC4)n2CC1
17 | 16 | 6 | 1.3 | 5 | -2 | 7 | -6 | 10 | 4 | 2 | Cn1nc(CC(=O)NCc2cccc3ccccc23)c2ccccc2c1=O
-4 | -1 | -4 | 1.8 | 3 | 4 | -12 | -9 | 13 | -6 | 6 | CCOc1ccc(C(=O)NCCc2cnc[nH]2)cc1
-41 | 11 | 0 | 1.5 | 7 | -4 | -2 | -19 | -1 | -5 | 7 | CCOC(=O)CCCNC(=O)COC(=O)c1cc2ccccc2cc1O
-8 | -12 | 2 | -0.6 | 10 | 6 | -5 | 4 | -1 | 1 | -2 | COc1ccc(NC(=O)CN2CCc3ccccc3C2)c([N+](=O)[O-])c1
-9 | 6 | 0 | 2.6 | 25 | -19 | 22 | -2 | 0 | 12 | -5 | Cc1nc2ccc(NS(=O)(=O)c3ccc(C)c(C)c3)cc2s1
-3 | 17 | 1 | -2.7 | 18 | -7 | 1 | -4 | 2 | -9 | 0 | Cc1nc2ccccc2n1/C(=N\S(=O)(=O)c1ccccc1)c1ccccc1
12 | 6 | 12 | 2.2 | 3 | 5 | -8 | -6 | -7 | -10 | 4 | O=C(O)C1CCCN1S(=O)(=O)c1ccc(F)cc1 (stereo not given)
9 | 4 | 3 | -2.7 | -6 | 5 | -12 | 0 | -1 | -12 | -1 | CCOC(=O)N1CCN(C(=O)c2ccc(CN(c3ccccc3)S(C)(=O)=O)cc2)CC1
7 | -9 | 1 | 2.3 | -17 | 0 | -9 | 7 | 31* | -6 | 11 | COc1ccc(N2C(=O)C3C(C2=O)C(C(=O)c2ccccc2)N2CCCC32)cc1 (stereo not given)
9 | 8 | -8 | 0.9 | 12 | 2 | 7 | -6 | 0 | 1 | 1 | Cc1nc(C)n(CC(O)COc2ccc(C(=O)c3ccccc3)cc2)n1 (stereo not given)
-4 | 13 | 3 | 1.5 | -31 | 5 | -2 | -4 | 3 | -4 | -4 | CCN1C[C@@H]2[C@@H]3C(=O)N(C)C(=O)[C@@H]3[C@](CC)(C(=O)OC)N2C1=NC
-16 | 6 | -7 | 0.8 | -27 | -6 | 0 | 1 | -6 | 18 | -11 | COc1ccc(NCc2cc(=O)[nH]c3ccccc23)cc1
8 | 13 | 14 | 4.4 | -26 | 2 | -4 | -45 | -6 | 13 | 5 | Cc1ccc(-c2cc(-c3ccccc3)nc(N(C)N)n2)cc1
-5 | -40 | 8 | 2.3 | -10 | 4 | 2 | -8 | 20 | 3 | 5 | CC(=O)N1CCN(S(=O)(=O)c2cccc(C(=O)OCC(=O)Nc3c(Cl)cccc3C(F)(F)F)c2)CC1
2 | 17 | -7 | -1.4 | 8 | -7 | -7 | -6 | 8 | 2 | -5 | Cc1nn(C)cc1CN(C)C(=O)CC12CC3CC(CC(C3)C1)C2
7 | -1 | 6 | -0.2 | -16 | -13 | 1 | -6 | 16 | 7 | -3 | O=C(CN1C(=O)COc2ccccc21)NNC(=O)Nc1ccccc1F
-7 | 9 | -21 | -2.1 | 9 | -1 | -12 | -9 | 8 | 3 | 2 | CCOC(=O)C1CCN(C(=O)CCCn2nc(CC)n3c(cc4occc43)c2=O)CC1
22 | -2 | -37 | -0.2 | 14 | 3 | 7 | -9 | 11 | 0 | 7 | COC(=O)CN1C(=S)N(c2ccccc2)C(=O)C1CC(=O)Nc1ccc(Cl)cc1 (stereo not given)
-18 | 2 | 12 | -1.4 | -7 | 6 | 4 | -11 | 2 | 7 | 0 | CS(=O)(=O)N(CC(=O)O)c1cc(Cl)cc(Cl)c1
5 | -16 | -18 | 1.2 | 8 | -4 | 0 | -3 | 21 | 13 | 7 | O=C(O)CC(CC(=O)Nc1ccc(-c2ccccc2)cc1)c1ccccc1 (stereo not given)
-8 | 13 | -6 | 0.0 | -1 | -7 | -2 | -3 | -2 | 9 | -2 | Cc1cc(C)cc(NC(=O)Cn2cnc3c(nnn3Cc3ccc(F)cc3)c2=O)c1
8 | 13 | 2 | 0.1 | -2 | -7 | -6 | 1 | -3 | -8 | -3 | Cc1cc(C)cc(OCC(=O)NCCN2CCOCC2)c1
7 | 4 | -6 | -1.1 | 2 | -4 | -3 | -6 | -1 | 14 | 5 | CC(C)C(NC(=O)C12CC3CC(CC(C3)C1)C2)C(=O)O (stereo not given)
6 | -12 | -44 | 1.5 | 23 | / | -1 | 4 | 12 | -8 | -3 | O=C(NC(N1CCOCC1)C(Cl)(Cl)Cl)c1ccco1 (stereo not given)
-6 | -16 | -16 | 1.5 | -8 | -7 | 4 | 0 | 1 | -16 | -5 | COc1ccc(-c2noc(COc3ccccc3OC)n2)cc1OC
17 | 19 | 1 | -1.8 | -25 | 11 | -1 | 3 | 2 | 10 | 2 | CCOC(=O)C1(CCSC)NC(c2ccco2)C2C(=O)N(CC)C(=O)C21 (stereo not given)
-32 | -4 | 2 | 0.2 | -1 | -11 | -9 | -3 | 5 | 15 | 12 | Cc1cccc(-c2ncc(CN3CCC(CO)(CCCc4ccccc4)CC3)cn2)c1
-4 | -19 | 6 | -0.1 | -2 | 2 | -6 | -3 | 7 | -23 | 1 | c1ccc(-c2ccc(CNC3CC3)cc2)cc1
4 | 0 | 7 | -1.0 | -12 | -4 | 5 | -18 | -1 | 7 | 1 | COc1ccc(/C(C)=N/N=C2/NC(=O)CC(C(=O)O)S2)cc1F (stereo not given)
-2 | 10 | 2 | -1.5 | 8 | 6 | -2 | 0 | -5 | 8 | -1 | O=S1(=O)N=C(Nc2nncs2)c2ccccc21
8 | 9 | 8 | 0.5 | 23 | -4 | -36 | 10 | 0 | 0 | -2 | Cc1cc(C)nc(Sc2ccc([N+](=O)[O-])cc2[N+](=O)[O-])n1
8 | 0 | -19 | 4.2 | 7 | -12 | 3 | -7 | 0 | 5 | -7 | CCOC(=O)NC(c1ccc(C(C)C)cc1)C(Cl)(Cl)Cl (stereo not given)
6 | -5 | 10 | -1.9 | -5 | 1 | 1 | 1 | 1 | 0 | 3 | O=C(CN1CCc2ccccc2C1)Nc1ccc(F)cc1F
-5 | 16 | 0 | -1.0 | 6 | -11 | 0 | -4 | -4 | 12 | 2 | CC(C#N)(NC(=O)COC(=O)c1ccccc1NCCO)C1CC1 (stereo not given)
12 | -2 | 7 | -1.2 | 2 | 2 | -1 | 2 | 2 | 5 | 32* | O=C(NNC(=O)C1CC1)c1ccccc1[N+](=O)[O-]
8 | -3 | 0 | -1.0 | -3 | 5 | -19 | -13 | 5 | -12 | 3 | CCC(CO)NCc1ccc(-c2ccccc2)cc1 (stereo not given)
-11 | -10 | -6 | 1.9 | -9 | 0 | 0 | 0 | 4 | -4 | -3 | CCOc1cccc(-c2nnc3sc(COc4ccccc4)nn23)c1
2 | -10 | -1 | 2.4 | 3 | / | 4 | -1 | 8 | -10 | 5 | Cc1ccc(-c2cc(Cc3ccccc3)c(=O)[nH]n2)cc1
